Source: PubChem (several laboratories)
MRP resist rev: MRP-mediated drug resistance reversal; differential viability (reversal), % at 10 µM; AID 602; actives 0.04% (n = 85,000); H69AR cells + 2 uM doxorubicin, CellTiter-Glo, 72 h;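 active means viability drop by adding the cancer drug above about 55%, with treated viability meeting a 40% cutoff, limit read from the data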;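 further: viability without doxorubicin minus viability with 2 µM doxorubicin for each compound; larger differential means the compound sensitizes cells more to doxorubicin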
IL1B NFkB pot: enhances IL-1B driven NFkB nuclear translocation. HUVEC IL-1B NFkB p65 nuclear translocation imaging. activation, % at 2 µM. actives 0.3% (n = 94,000);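 active means activation above 40%, about the mean plus 3 SD, also judged a hit on visual image review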;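 further: percent activation is computed from the nuclear over cytoplasmic p65 intensity ratio; values of inactives mirror those of a sister screen read the other way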
NFkB transloc inh: blocks IL-1B driven NFkB nuclear translocation in HUVEC cells; HUVEC IL-1B NFkB p65 nuclear translocation imaging; inhibition, % at 2 µM; actives 0.43% (n = 94,000); AID 796;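 active means inhibition above about 30% together with a positive call from visual inspection of the well image, limit read from the data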;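 further: nuclear over cytoplasmic p65 intensity ratio measured by imaging; 0% = IL-1B stimulated DMSO wells and 100% = unstimulated DMSO wells; values of inactives mirror those of a sister screen read the other way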
PLAP inhibitors HTS: PLAP enzyme inhibitors, biochemical, luminescence, HTS (AID 690). inhibition, % at 20 µM, or IC50 in µM where a hit was titrated. purified PLAP, luminescent substrate; higher % means a stronger effect. actives 0.08% (n = 96,000); in the data active means a potency from the dose series; inactive means the rest, 99 in 100 with inhibition below about 30%; further: strong numbers were not always called active
Bcl-B TR3 displacers: displacers of TR3 peptide from Bcl-B, primary screen, selectivity assay for Bfl-1 inhibitor project, biochemical, fluorescence polarization; actives 0.11% (n = 96,000); FP displacement of FITC-TR3 peptide from Bcl-B; higher % means a stronger effect; one-dose displacement, % at 20 µM; IC50 in µM for titrated hits; AID 748;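 active means displacement above 50% at 20 µM plus a fluorescence interference ratio under 1.5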;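 further: plate controls were wells without compound for no effect and wells lacking Bcl-B protein for full effect; a part of the inactive calls stands beside numbers as strong as those of hits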
MRP resist rev cytotoxicity: further read-out of MRP resist rev, marked with its call; viability, %; H69AR cells, CellTiter-Glo, 72 h; measured here: cytotoxicity without doxorubicin
MRP resist rev with doxorubicin: also measured in MRP resist rev; calls as there; viability, %; measured here: viability with 2 uM doxorubicin; stronger effect = lower value
NFkB transloc inh cell count 2 µM: recorded beside NFkB transloc inh, whose call it bears; cell count; measured here: cells passing quality filter;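 raw number of nuclei counted in each imaged well without normalization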
IL1B NFkB pot cell count 2 µM: also measured in IL1B NFkB pot; calls as there; cell count; measured here: cells passing quality filter
* = called active by the depositor; x = no result given. These rows are one share of the data; count on the stated rates, not on these rows.

SMILES	MRP resist rev	MRP resist rev cytotoxicity	MRP resist rev with doxorubicin	IL1B NFkB pot	IL1B NFkB pot cell count 2 µM	NFkB transloc inh	NFkB transloc inh cell count 2 µM	PLAP inhibitors HTS	Bcl-B TR3 displacers
O=C(OCC#CCSc1nnc(-c2ccc(Br)cc2)o1)c1ccco1	-8.0	66.2	74.1	-1.2	112	1.2	112	9.7%	4.6%
CCS(=O)(=O)Nc1c(C(=O)O)[nH]c2ccccc12	-10.9	88.7	99.6	-0.3	105	0.3	105	-0.9%	4.3%
Oc1ccc(C(=S)N2CCCCCC2)cc1	-3.5	94.0	97.5	-6.2	121	6.2	121	5.1%	8.8%
Cc1ccc(S(=O)(=O)Cn2nnnc2C(c2ccc(F)cc2)N2CCCCC2)cc1 (configuration not stated)	-16.6	53.6	70.2	3.0	139	-3.0	139	-5.4%	1.8%
CCc1ccc2nc(NC(=O)c3ccc4c(=O)[nH]c(CN5CCOCC5)nc4c3)sc2c1	1.2	94.1	92.9	-4.9	131	4.9	131	-128.4%	-26.3%
COc1ccc(-c2nc(CCNC(=O)c3ccco3)cs2)cc1OC	9.2	78.9	69.7	-23.1	68	23.1	68	-20.0%	-2.5%
Cc1ccc(CNCc2cccnc2)cc1	-2.2	86.5	88.7	-7.2	153	7.2	153	12.9%	-1.0%
O=[n+]1c2c(n([O-])c3cc(Cl)ccc31)CCCC2	x	x	x	-9.7	147	9.7	147	6.9%	0.0%
CCCN1C(=O)/C(=C/c2ccc(C)s2)NC1=S	12.3	93.7	81.3	13.9	137	-13.9	137	x	x
CN(C)Cc1c(O)c(Cl)cc2c3c(c(=O)oc12)CCCC3	12.5	99.8	87.4	2.5	74	-2.5	74	-54.2%	6.4%
CC(C)N(Cc1nc(-c2ccccc2)no1)C(=O)COc1ccccc1	2.1	78.8	76.7	12.8	62	-12.8	62	-46.4%	-8.2%
Clc1ccc(OCCN2CCCCC2)c(Cl)c1	-1.7	96.3	98.0	x	x	x	x	24.9%	-6.9%
CC(NC(=O)c1ccccc1)c1nc2ccccc2n1Cc1ccccc1F (configuration not stated)	-27.9	11.6	39.5	-4.1	140	4.1	140	-15.6%	-8.4%
O=C(O)C1C2C=CC(C2)C1C(=O)Nc1nccs1 (configuration not stated)	-4.5	100.8	105.3	12.5	139	-12.5	139	14.7%	-1.8%
Cc1cc(C)nc(SCCC(=O)N2CCOCC2)n1	-0.3	97.8	98.1	18.1	130	-18.1	130	x	x
CCCCCOc1ccc(N2C(=O)CC(N(O)c3ccccc3)C2=O)cc1 (configuration not stated)	-7.4	61.5	68.8	13.6	115	-13.6	115	-1.7%	-8.1%
Cc1nc(-c2cccc(NC(=O)c3cc4cc(Br)ccc4oc3=O)c2)cs1	x	x	x	-8.1	158	8.1	158	-6.4%	3.2%
CCS(=O)(=O)N1CCCC(C(=O)NCCc2ccccc2)C1 (configuration not stated)	10.6	100.3	89.8	x	x	x	x	16.0%	-0.3%
Cc1sc(=NC(=O)c2ccco2)n(C)c1-c1ccc(F)cc1	x	x	x	5.6	140	-5.6	140	11.1%	0.0%
Cn1c(C(=O)OC(C(=O)NC2CCCC2)c2cccnc2)cc2sccc21 (configuration not stated)	8.7	97.4	88.7	-1.5	122	1.5	122	x	x

Grouped by structure: the compounds so far containing bromine.
SMILES	MRP resist rev	MRP resist rev cytotoxicity	MRP resist rev with doxorubicin	IL1B NFkB pot	IL1B NFkB pot cell count 2 µM	NFkB transloc inh	NFkB transloc inh cell count 2 µM	PLAP inhibitors HTS	Bcl-B TR3 displacers
O=C(OCC#CCSc1nnc(-c2ccc(Br)cc2)o1)c1ccco1	-8.0	66.2	74.1	-1.2	112	1.2	112	9.7%	4.6%
Cc1nc(-c2cccc(NC(=O)c3cc4cc(Br)ccc4oc3=O)c2)cs1	x	x	x	-8.1	158	8.1	158	-6.4%	3.2%

Individual results from the list:
CCS(=O)(=O)N1CCCC(C(=O)NCCc2ccccc2)C1 (configuration not stated) in MRP resist rev cytotoxicity → 100.3
Cn1c(C(=O)OC(C(=O)NC2CCCC2)c2cccnc2)cc2sccc21 (configuration not stated) in MRP resist rev with doxorubicin → 88.7
Cc1nc(-c2cccc(NC(=O)c3cc4cc(Br)ccc4oc3=O)c2)cs1 in IL1B NFkB pot cell count 2 µM → 158
Cc1cc(C)nc(SCCC(=O)N2CCOCC2)n1 in IL1B NFkB pot → 18.1
CCCCCOc1ccc(N2C(=O)CC(N(O)c3ccccc3)C2=O)cc1 (configuration not stated) in PLAP inhibitors HTS → -1.7%

More compounds
SMILES	MRP resist rev	MRP resist rev cytotoxicity	MRP resist rev with doxorubicin	IL1B NFkB pot	IL1B NFkB pot cell count 2 µM	NFkB transloc inh	NFkB transloc inh cell count 2 µM	PLAP inhibitors HTS	Bcl-B TR3 displacers
COCCNC(=O)CC(c1ccccc1)c1ccccc1	1.0	105.2	104.2	1.4	212	-1.4	212	8.7%	2.2%
COc1ccc(N(CC(=O)NCc2ccccc2OC)S(=O)(=O)c2c(C)nn(C)c2C)cc1	18.3	99.5	81.2	-0.1	41	0.1	41	-72.6%	2.5%
CONC(=O)C1CCN(C(=O)OCc2ccccc2)CC1	x	x	x	12.7	143	-12.7	143	-15.6%	-1.6%
CC1(C)Cc2nc(-c3ccccc3)n3cnnc3c2CO1	18.8	98.5	79.7	x	x	x	x	-13.0%	2.0%
CN(C)CC(=O)N1c2ccccc2CCc2ccc(NC(=O)c3ccc(N)cc3)cc21	0.5	77.2	76.7	8.7	173	-8.7	173	-55.2%	4.6%
COc1ccc(NC(=S)Nc2ncccc2C)c(OC)c1	x	x	x	-14.5	161	14.5	161	21.9%	-2.1%
Cc1noc(C)c1S(=O)(=O)N(C)CC(=O)Nc1ccc(F)cc1	21.5	108.7	87.1	-2.1	192	2.1	192	-19.1%	13.0%
Cc1ccc(NC(=O)Cc2nc(CSc3nnc(-c4ccc5c(c4)OCO5)o3)cs2)cc1	-17.7	83.5	101.2	0.8	122	-0.8	122	12.0%	-25.8%
c1ccc(-c2nnc(SCCC3OCCCO3)o2)cc1	x	x	x	12.2	179	-12.2	179	9.9%	4.4%
O=C(NCc1ccco1)c1ccc(COCC(F)(F)C(F)F)cc1	-7.0	97.4	104.4	-15.8	74	15.8	74	-7.6%	6.2%
CCCCCCNC(=O)c1c(N)n(/N=C/c2ccco2)c2nc3ccccc3nc12	x	x	x	5.2	156	-5.2	156	x	x
Cc1nnc2sc(-c3ccco3)nn12	-2.5	85.3	87.7	12.7	134	-12.7	134	13.5%	3.7%
CCN(CC)C(c1ccc(F)cc1)c1nnnn1CC1CCCO1 (configuration not stated)	18.1	103.7	85.6	-16.0	93	16.0	93	19.0%	-5.3%
COc1cc(Cl)c(C)cc1NC(=O)COC(=O)c1cnc(C)cn1	-6.7	92.6	99.3	21.1	136	-21.1	136	12.4%	-6.9%
CCCn1nc2cc(C(=O)NCCCCc3ccccc3)ccc2c1OCC	x	x	x	-6.9	78	6.9	78	-23.1%	2.2%
Cc1oc2c(cc(NS(=O)(=O)c3ccc4c5c(cccc35)C(=O)N4)c3ccccc32)c1C(=O)OC(C)C	-22.0	31.4	53.4	25.5	157	-25.5	157	-24.8%	-16.4%
Cc1occc1C(=O)NCCc1ccc(Cl)cc1	10.4	97.1	86.7	3.1	175	-3.1	175	0.4%	-8.0%
CCc1ccc2c(c1)C(c1cccs1)=NNC(c1cccnc1)=N2	x	x	x	-2.8	128	2.8	128	-7.2%	-1.6%
O=C(NCCc1cccs1)C1CC(c2ccc([N+](=O)[O-])cc2)=NO1 (configuration not stated)	x	x	x	-8.8	164	8.8	164	-9.3%	-0.1%
O=C(NC1CC2CCCC(C1)N2C(=O)NCc1ccccc1)C1CC1 (configuration not stated)	9.0	94.4	85.3	x	x	x	x	-21.2%	3.6%
Cc1ccc(S(=O)(=O)N2CCN(CCO)CC2)cc1-c1nnc2c3ccccc3c(C)nn12	-7.8	80.8	88.5	-9.0	131	9.0	131	x	x
Cc1[nH]c2ccc(-c3n[nH]c(=S)n3C)cc2c1C	28.4	105.9	77.5	2.9	185	-2.9	185	-76.5%	-4.9%
COc1ccc2c(CC(=O)OCC(=O)c3ccc(F)cc3)coc2c1	-10.2	106.0	116.2	-4.0	196	4.0	196	9.4%	-13.0%
O=C(CSc1ccccc1)Nc1cccc(NC(=O)c2ccco2)c1	x	x	x	14.6	119	-14.6	119	34.4%	3.1%
CSc1ccccc1-c1nnc(-c2ccc(Cl)c(Cl)c2)o1	x	x	x	-6.9	110	6.9	110	-1.7%	-8.9%
CC(=O)Nc1cc(C(F)(F)F)ccc1Oc1cccc(Br)c1	x	x	x	0.3	152	-0.3	152	-12.8%	11.5%
O=C(Cc1ccccc1)N/N=C/c1ccc(OCC(=O)Nc2ccccc2)cc1	x	x	x	8.5	111	-8.5	111	14.9%	-3.6%
CC(C)(C)n1nnnc1CN(Cc1ccc(F)cc1)Cc1ccco1	20.4	88.4	67.9	-6.3	148	6.3	148	-48.6%	0.9%
CCC(CC)C(=O)Nc1cc(=O)n(C)c(=O)n1C	x	x	x	1.3	154	-1.3	154	6.5%	7.9%
CCCCOC(=O)C(C)c1c(C)[nH]c(=S)[nH]c1=O (configuration not stated)	1.8	96.2	94.5	-1.8	83	1.8	83	-7.7%	4.7%
Nc1nnc(SCc2ccccc2Cl)s1	9.0	94.4	85.4	23.9	116	-23.9	116	-7.9%	-7.4%
CCC(C)(C)NC(=O)C(c1ccco1)N(C(=O)Cn1nnc2ccccc21)c1ccc2c(c1)OCO2 (configuration not stated)	-4.6	75.5	80.1	7.6	163	-7.6	163	-20.1%	2.5%
COc1ccc(NC(=O)NCCN2CCc3ccccc3C2)cc1	x	x	x	11.5	39	-11.5	39	x	x
O=c1c2ccccc2oc2ncccc12	-2.1	75.2	77.3	-9.5	79	9.5	79	-10.1%	-9.3%
CCOC(=O)c1oc2cc(C)cc(O)c2c(=O)c1-c1csc(C)n1	0.3	81.7	81.4	2.1	205	-2.1	205	16.7%	12.7%
Clc1c(CSc2nc3ccccc3o2)nc2ccccn12	-3.4	83.4	86.8	14.3	78	-14.3	78	-58.1%	-3.2%
CNC(=O)NC(=O)CSc1ccc(NC(C)=O)cc1	-13.4	85.5	98.9	4.3	217	-4.3	217	14.5%	4.7%
Cc1nn(CC(=O)Nc2ccccc2)c(=O)c2ccccc12	3.2	84.5	81.3	0.8	85	-0.8	85	9.5%	-1.4%
CN(C)S(=O)(=O)c1ccc(C(=O)OCC(=O)c2ccc(OC(F)F)cc2OC(F)F)cc1	12.8	99.0	86.2	12.6	159	-12.6	159	-24.1%	-65.6%
COc1cc(C2NC(=O)NC(C)=C2C(=O)OC(C)(C)C)ccc1OCC(N)=O (configuration not stated)	-0.9	88.3	89.2	-1.2	155	1.2	155	-41.4%	-2.2%

Two entries picked at random from the list so far:
SMILES	MRP resist rev	MRP resist rev cytotoxicity	MRP resist rev with doxorubicin	IL1B NFkB pot	IL1B NFkB pot cell count 2 µM	NFkB transloc inh	NFkB transloc inh cell count 2 µM	PLAP inhibitors HTS	Bcl-B TR3 displacers
CCC(C)(C)NC(=O)C(c1ccco1)N(C(=O)Cn1nnc2ccccc21)c1ccc2c(c1)OCO2 (configuration not stated)	-4.6	75.5	80.1	7.6	163	-7.6	163	-20.1%	2.5%
Clc1c(CSc2nc3ccccc3o2)nc2ccccn12	-3.4	83.4	86.8	14.3	78	-14.3	78	-58.1%	-3.2%

Next part:
SMILES	MRP resist rev	MRP resist rev cytotoxicity	MRP resist rev with doxorubicin	IL1B NFkB pot	IL1B NFkB pot cell count 2 µM	NFkB transloc inh	NFkB transloc inh cell count 2 µM	PLAP inhibitors HTS	Bcl-B TR3 displacers
c1nnc(NC2=NCCCCC2)s1	-11.5	84.2	95.7	12.8	154	-12.8	154	0.3%	0.1%
CCN1CCCC1CNC(=O)c1ccccc1Cl (configuration not stated)	8.2	97.7	89.5	-2.8	86	2.8	86	x	x
Nc1ccc(O)cc1C(=O)OCC(=O)C12CC3CC(CC(C3)C1)C2	-21.0	55.6	76.6	2.1	109	-2.1	109	-12.1%	8.5%
COC(=O)c1ccc(/C=N/NC(=O)CC(=O)NCC(C)C)cc1	x	x	x	x	x	x	x	-24.2%	-2.1%
O=C(CSc1nnc(C2CC2)n1-c1ccccc1)Nc1ccc(N2CCOCC2)cc1	11.7	90.7	78.9	3.8	135	-3.8	135	-71.9%	6.7%
Cc1ccc(F)cc1NC(=O)C1CCN(c2cnccn2)CC1	5.5	88.2	82.7	-8.5	115	8.5	115	2.8%	11.3%
